CHRM5 PAM – positive allosteric modulators of human muscarinic M5 receptor. 0.3% of 360,000 active. AID 624038. activation, % at 3 µM. P08912. CHO-K1 hM5, Fluo-8 calcium, ACh EC20 PAM; 0% = ACh EC20, 100% = ACh EC100;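 active means activation above the run cutoff, the mean activation of all test compounds plus 3 SD, cut at about 18% in these data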
Target sequence (P08912 whole entry, looked up): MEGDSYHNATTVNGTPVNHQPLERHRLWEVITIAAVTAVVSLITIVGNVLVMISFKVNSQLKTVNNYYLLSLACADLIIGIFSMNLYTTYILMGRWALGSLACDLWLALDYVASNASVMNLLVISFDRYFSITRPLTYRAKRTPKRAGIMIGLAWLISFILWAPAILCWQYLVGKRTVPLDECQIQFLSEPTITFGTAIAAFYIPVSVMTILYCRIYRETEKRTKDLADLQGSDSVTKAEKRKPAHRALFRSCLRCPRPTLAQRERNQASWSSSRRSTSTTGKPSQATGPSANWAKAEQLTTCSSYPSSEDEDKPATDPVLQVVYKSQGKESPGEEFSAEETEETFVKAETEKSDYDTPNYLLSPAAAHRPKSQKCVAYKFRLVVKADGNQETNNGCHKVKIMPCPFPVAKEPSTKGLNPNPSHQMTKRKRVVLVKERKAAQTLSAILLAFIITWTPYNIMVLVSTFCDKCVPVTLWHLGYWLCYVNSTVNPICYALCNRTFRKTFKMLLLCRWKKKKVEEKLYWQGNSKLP
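Assay system: CHO-K1 hM5 cells. Also added: acetylcholine at EC20 concentration, added after compound. Dosing: 3 µM, single dose. Times: compound preincubation 140 s before EC20 acetylcholine addition. Signal: Fluo-8 calcium fluorescence. Measure: % activation relative to EC20 and EC100 ACh responses. Repeats: singlicate, one well per test compound.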
M1 PAM – human CHRM1 positive allosteric modulation | CHO-K1 hM1, Fluo-8 calcium fluorescence, ACh EC20; 0% = ACh EC20, 100% = maximal ACh | AID 588819 | activation, % at 3 µM | 0.088% of 360,000 active | P11229; in the data active means activation above about 19%, passing the limit was not always enough
M1 ag – agonists of human M1 muscarinic receptor. P11229. CHO-K1 hM1, Fluo-8 calcium fluorescence, agonist mode; 0% DMSO, 100% acetylcholine EC100. activation, % at 3 µM. 0.33% of 360,000 active;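 active means activation above the run's mean compound activation plus 3 SD, cut at about 16% in these data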;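 further: peak over basal fluorescence ratio within a 140 s kinetic read after compound addition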
CHRM4 antagonist – antagonists of human muscarinic M4 receptor (CHRM4); CHO-hM4 cells, ACh EC80, Fluo-8 calcium fluorescence; inhibition, % at 3 µM; 0.73% of 360,000 active; AID 624125;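 active means inhibition above its plate's cutoff, the mean inhibition of sample wells plus 3 SD, cut at about 27% in these data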;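 further: 0% = acetylcholine EC80 with DMSO and 100% = DMSO without agonist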
CHRM4 agonist – CHRM4 agonism in calcium assay; P08173; CHO-K1 hM4/Gqi5, Fluo-8 calcium fluorescence; vehicle 0%, full acetylcholine response 100%; activation, % at 3 µM; 0.14% of 360,000 active; AID 624127;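 active means activation above the run mean over all test wells plus 3 SD, cut at about 32% in these data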;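 further: peak over basal fluorescence ratio per well then scaled between controls; 0% = DMSO wells and 100% = acetylcholine at EC100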
CHRM5 antagonist – antagonists of human muscarinic M5 receptor (CHRM5). 0.59% of 360,000 active. inhibition, % at 3 µM. P08912. AID 624040. CHO-hM5 cells, Fluo-8 calcium fluorescence, ACh EC80;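 active means inhibition above a per-plate cutoff, the mean of that plate's test compounds plus 3 SD, cut at about 27% in these data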;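 further: 0% = acetylcholine EC80 with DMSO and 100% = DMSO without agonist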
TAAR1 ag – human TAAR1 agonism; Q96RJ0; CHO RD-HGA16 TAAR1, Fluo-8 calcium fluorescence; vehicle wells 0%, saturating PEA agonist 100%; activation, % at 3 µM; 0.99% of 360,000 active; AID 624467;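 active means activation above the mean activation of all test compounds in the run plus 3 SD, cut at about 38% in these data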
Target sequence (Q96RJ0 whole entry, looked up): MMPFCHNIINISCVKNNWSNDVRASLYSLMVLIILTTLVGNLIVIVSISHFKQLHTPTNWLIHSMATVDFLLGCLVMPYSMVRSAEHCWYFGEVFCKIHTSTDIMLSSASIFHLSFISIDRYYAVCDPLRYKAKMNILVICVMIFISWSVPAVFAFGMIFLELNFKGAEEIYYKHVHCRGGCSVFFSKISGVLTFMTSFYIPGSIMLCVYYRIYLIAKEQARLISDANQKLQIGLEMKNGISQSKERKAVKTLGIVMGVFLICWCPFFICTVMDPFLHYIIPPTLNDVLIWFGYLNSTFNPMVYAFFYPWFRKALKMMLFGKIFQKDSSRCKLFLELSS
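System: CHO RD-HGA16 cells carrying human TAAR1 plus Gα16; Incubation: 17-24 h seeding, 75 min 37 °C dye, 30 min RT; Measured by: Fluo-8 fluorescence, 5 s baseline then 140 s kinetic read; Control set: DMSO and PEA EC100; Replication: single well for each compound.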
CHRM5 agonist – CHRM5 agonism in calcium assay; activation, % at 3 µM; 0.19% of 360,000 active; CHO-K1 hM5 cells, Fluo-8 calcium fluorescence; 0% DMSO wells, 100% maximal acetylcholine response; AID 624037; P08912;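 active means activation above the run's mean over test compounds plus 3 SD, cut at about 23% in these data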;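 further: signal is peak over basal fluorescence ratio across the kinetic read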
M1 antag – human CHRM1 antagonism | inhibition, % at 3 µM | P11229 | CHO-K1 hM1, Fluo-8 calcium fluorescence, ACh EC80 antagonist | 1.3% of 360,000 active;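 active means percent inhibition above its own plate's cutoff, namely the mean of that plate's compound wells plus 3 SD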;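 further: peak over basal fluorescence ratio during 140 s after agonist addition; 0% = ACh EC80 plus DMSO and 100% = DMSO alone without agonist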
* marks the source's active call; other numbers are inactive results; . = not tested or not shown. Some of the compounds tested; rates above refer to the full screens.

SMILES	CHRM5 PAM	M1 PAM	M1 ag	CHRM4 antagonist	CHRM4 agonist	CHRM5 antagonist	TAAR1 ag	CHRM5 agonist	M1 antag
S=c1nc(C2CCCCC2)[nH]c2ccccc12	1	-8	-3	-4	-2	0	11	-5	19
CCOC(=O)C1=C(C)NC(=O)NC1c1ccc(-c2ccc(F)cc2)o1 (stereo unspecified)	6	2	-4	-10	1	-13	8	2	0
COc1cc(C)ccc1OCc1cc(C(=O)N2C[C@H]3CC[C@H]2C3)no1	-1	4	-3	6	1	3	0	-2	-7
O=[N+]([O-])c1cc(C(F)(F)F)ccc1NC1CCN(Cc2ccccc2)C1 (stereo unspecified)	5	-10	-5	-11	1	-12	2	-2	-23
CCn1cc(C(=O)NCc2ccco2)c(=O)c2cc(S(=O)(=O)N3CCCC3)ccc21	7	10	-3	-5	3	2	3	-1	-7
CC(OC(=O)Cn1cnc2c1c(=O)n(C)c(=O)n2C)C(=O)c1ccccc1 (stereo unspecified)	9	9	0	-11	4	-2	3	6	-8
Cc1cc2cc3c(cc2nc1SCC(=O)Nc1nc(C)c(C)s1)OCO3	0	-3	-4	10	0	0	0	-2	11
Cc1ccc(C(=O)NNC(=O)CSc2nnc(-c3ccncc3)n2C)cc1	-5	6	-3	-9	0	2	3	1	-13
Cc1ccc(NC(=O)c2ncn(CCCNCC(C)c3ccccc3)n2)cc1C (stereo unspecified)	0	-2	-5	-5	5	-1	8	-1	2
C=CCn1c(SCc2cccc(C#N)c2)nnc1-c1ccccc1O	-7	0	-10	-5	8	0	2	1	-8
COC(=O)C1=C(O)/C(=C\c2ccc(CNS(=O)(=O)c3ccc(Cl)cc3)o2)N=C1C	-5	14	1	4	0	1	1	3	-6
CCOc1ccc(CCN2C(=S)N([C@@H](CC(C)C)CN3CCCC3CN3C(=S)NC[C@@H]3CC(C)C)C[C@@H]2CC(C)C)cc1 (stereo partly specified)	-1	6	-3	-12	0	-4	2	5	-6
O=[N+]([O-])c1ccc(-c2nc(C(Cl)Cl)c3ccccc3n2)cc1	4	0	-2	5	0	1	-1	0	1
COc1cccc(C(=O)C[n+]2cccc3cc(OC)ccc32)c1	5	8	-7	9	0	3	4	0	-2
CCNC(=O)Cn1cc(C#N)c2ccccc21	2	6	-3	5	0	-2	19	2	1
COc1cc(NC(=O)C2CC(c3c(F)cccc3Cl)=NO2)c(OC)cc1Cl (stereo unspecified)	-3	-1	-3	1	-1	4	5	1	2
O=C(Cc1cccs1)N1CCN(S(=O)(=O)c2ccccc2)CC1	-3	5	-4	-3	1	-2	4	-1	-7
CS(=O)(=O)Nc1ccc(Br)cc1	2	.	.	-3	1	0	-1	-1	.
O=C(c1cc2ccccc2o1)N1CCN(S(=O)(=O)c2cccs2)CC1	-10	-10	0	-6	9	4	10	-2	15
CCOC(=O)c1c(NC(=O)C2=COCCO2)sc2c1CCN(C(=O)OC)C2	-2	8	-4	0	0	2	1	1	-10
COc1ccc(NC(=O)CSc2nnc(Cn3c(=O)sc4ccccc43)n2C)cc1	-10	0	-5	2	4	5	1	-1	-5
Cc1cc(C)nc(NC(=O)CSc2nccc(C)n2)n1	0	3	-6	-6	0	-5	4	-1	-6
CC(CCNC(=O)c1ccccc1)(CCNC(=O)c1ccccc1)[N+](=O)[O-]	4	1	-5	-11	0	-1	-2	1	-4
CS(=O)(=O)c1ccc(-c2nnc(NC(=O)C3=COCCO3)o2)cc1	4	-2	-1	10	0	-2	3	4	0
Cc1ccc(N2C(=O)N(CC(=O)Nc3ccc(C)cc3[N+](=O)[O-])C(=O)C2C)cc1 (stereo unspecified)	2	10	-2	-1	0	0	0	-3	-1
Cc1cccc(OCCCC(=O)NNC(=O)c2ccc(F)cc2)c1	-8	0	0	-1	2	8	10	4	1
O=C(OCC(=O)N1CCN(C(=O)c2ccco2)CC1)c1cc(-c2ccco2)nc2ccccc12	-7	7	-5	4	2	-1	.	2	5
O=C(NCCCN1CCOCC1)c1ccc(/C=C2\Oc3ccccc3N(Cc3ccccc3F)C2=O)cc1	3	-3	-4	-4	3	11	18	-7	13
c1ccc(-c2cnnn2-c2ccccc2)cc1	4	7	-7	10	0	3	8	-8	-2
COc1ccc(NC(=O)c2oc3ccccc3c2C)cn1	-1	19	-2	0	2	4	1	-4	-20

An excerpt from the list above, as a working copy:
SMILES	CHRM5 PAM	M1 PAM	M1 ag	CHRM4 antagonist	CHRM4 agonist	CHRM5 antagonist	TAAR1 ag	CHRM5 agonist	M1 antag
COc1cc(NC(=O)C2CC(c3c(F)cccc3Cl)=NO2)c(OC)cc1Cl (stereo unspecified)	-3	-1	-3	1	-1	4	5	1	2
O=C(Cc1cccs1)N1CCN(S(=O)(=O)c2ccccc2)CC1	-3	5	-4	-3	1	-2	4	-1	-7
CS(=O)(=O)Nc1ccc(Br)cc1	2	.	.	-3	1	0	-1	-1	.
O=C(c1cc2ccccc2o1)N1CCN(S(=O)(=O)c2cccs2)CC1	-10	-10	0	-6	9	4	10	-2	15
CCOC(=O)c1c(NC(=O)C2=COCCO2)sc2c1CCN(C(=O)OC)C2	-2	8	-4	0	0	2	1	1	-10
COc1ccc(NC(=O)CSc2nnc(Cn3c(=O)sc4ccccc43)n2C)cc1	-10	0	-5	2	4	5	1	-1	-5

The results go on.
SMILES	CHRM5 PAM	M1 PAM	M1 ag	CHRM4 antagonist	CHRM4 agonist	CHRM5 antagonist	TAAR1 ag	CHRM5 agonist	M1 antag
CC(=O)c1cc(CN2CCN(CCc3ccccc3)C(CCO)C2)cs1 (stereo unspecified)	3	2	-8	-3	2	-7	1	-13	-6
Cc1cc2nc(NC(=O)C3(C)CCCN(C(C)C)C3)[nH]c2cc1C (stereo unspecified)	-3	1	-7	2	1	4	1	0	-2
CCCCCC(=O)OC(CN1CCCCC1)CN1CCCC1=O (stereo unspecified)	0	-5	-3	7	0	-6	3	0	2
CCc1cc(Cn2nc(-c3ccccc3)cc2C(=O)NCc2cccc(Br)c2)on1	-25	-7	-5	5	14	5	3	-1	5
CC(C)c1c(O)nc(SCCOc2ccc(Cl)cc2)[nH]c1=O	5	-1	1	20	0	-2	0	8	7
COc1cccc(Nc2nnc(SCC3CCCCO3)s2)c1 (stereo unspecified)	-5	1	-3	-3	2	-1	5	-1	1
Cc1ccc(C(=O)NCCN(C)C)c(C)c1	8	6	-4	-4	0	5	3	-4	0
CC(=O)Nc1ccc(C(=O)N2CCCC2)cc1	-1	5	-2	-7	1	-7	15	-5	-4
CC(C(=O)NC1CCCC1)N(c1ccc(Oc2ccccc2)cc1)S(C)(=O)=O (stereo unspecified)	14	8	-3	-5	1	-10	4	1	8
CCC(C)OC(=O)c1cc(C)nc2c(Br)cc(Br)cc12 (stereo unspecified)	-2	9	-1	-3	1	-2	10	-4	-8
Cc1c(Cl)cccc1Nc1nc(N)nc(CN2CCc3ccccc3C2)n1	5	-13	-6	-1	4	3	34	-8	9
O=C(Cc1cccs1)NCc1ccccc1	-1	-3	-5	-6	-1	2	3	0	13
COc1cccc(CNC(=O)COc2cccc(-n3cnnn3)c2)c1	3	3	-5	4	5	10	0	1	-2
COc1ccc([N+](=O)[O-])cc1NC(=O)COC(=O)Cc1cc(OC)c(OC)c(OC)c1	-3	-3	-2	6	5	11	1	2	5
N#CNC1=NCN(Cc2ccccc2)CN1	-2	3	-2	5	0	0	9	1	-5

Entries of single compounds as entered above.
`CCCCCC(=O)OC(CN1CCCCC1)CN1CCCC1=O` (stereo unspecified) is listed as CHRM5 PAM: 0; M1 PAM: -5; M1 ag: -3; CHRM4 antagonist: 7; CHRM4 agonist: 0; CHRM5 antagonist: -6; TAAR1 ag: 3; CHRM5 agonist: 0; M1 antag: 2
`N#CNC1=NCN(Cc2ccccc2)CN1` is listed as CHRM5 PAM: -2; M1 PAM: 3; M1 ag: -2; CHRM4 antagonist: 5; CHRM4 agonist: 0; CHRM5 antagonist: 0; TAAR1 ag: 9; CHRM5 agonist: 1; M1 antag: -5

(next part)
SMILES	CHRM5 PAM	M1 PAM	M1 ag	CHRM4 antagonist	CHRM4 agonist	CHRM5 antagonist	TAAR1 ag	CHRM5 agonist	M1 antag
COc1ccc(N(CCC#N)S(=O)(=O)c2ccc(Cl)cc2)cc1	-1	-1	2	-9	4	-3	7	2	1
CC(=O)c1cccc(NC(=O)CN2C=NS(=O)(=O)c3ccc(C)cc32)c1	-4	6	-2	3	1	3	0	-2	-7
Nc1ccc2oc(-c3ccc4nc[nH]c4c3)nc2c1	-4	-5	-2	-6	0	2	9	1	10
COCCCNC(=O)CNC(=S)N(Cc1ccccc1F)C1CCCCC1	-1	-1	-6	11	0	-4	2	0	-3
CNC(=S)N(Cc1cccs1)Cc1cc2cc(OC)ccc2[nH]c1=O	-2	2	-4	9	0	12	6	1	-2
Cc1ccc(S(=O)(=O)N2CCCC2)cc1S(=O)(=O)N1CCCC1	4	-1	-2	3	0	1	2	-8	10
CC(C)CCOc1ncnc2c1sc1nc3c(cc12)CSC(C)(C)C3	1	7	-2	11	0	4	2	-4	-5
O=C(N/N=C/c1ccc(-c2ccccc2Cl)o1)c1ccccc1	-4	-8	-6	6	4	3	6	-3	7

Source: PubChem (The Scripps Research Institute Molecular Screening Center)
